From PubChem BioAssay
CAL-PDZ inh HTS – CAL PDZ (human) peptide binding inhibition; purified CAL PDZ, TMR-peptide fluorescence polarization, 1 h; inhibition, % at 24.9 µM; AID 602252; Q9HD26; 300,000 compounds, 0.92% hits;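 active = mean inhibition of at least 30% with at least half of replicates also reaching 30%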;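 also: 0% = DMSO neutral control and 100% = excess unlabeled competitor peptide PRC23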
LANA DNA inh – blocks KSHV LANA C-terminal domain binding to DNA. MBP-C-LANA/FAM-LBS DNA binding, fluorescence polarization. inhibition, % at 9 µM. 340,000 compounds, 0.078% hits. AID 504423;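 active = highest replicate inhibition at or above 60% at 9 µM, even if other replicates fall short; inactive = all replicates below 60% inhibition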;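 also: 0% = neutral control wells and 100% = 4 µM acridine orange control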
HTR5A inv ag – counter-screen for OPRM1-OPRD1 inverse agonists: human HTR5A inverse agonism | inhibition, % at 9.3 µM | 340,000 compounds, 0.083% hits | P47898 | HTR5A cell line, luminescence; in the data active = inhibition mostly above about 23%, no sharp cut-off; inactive = mostly below about 18%;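 also: 0% = cells with DMSO and 100% = no-cell wells with DMSO; some compounds called inactive have numbers as strong as hits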
Target sequence (P47898 whole entry, looked up): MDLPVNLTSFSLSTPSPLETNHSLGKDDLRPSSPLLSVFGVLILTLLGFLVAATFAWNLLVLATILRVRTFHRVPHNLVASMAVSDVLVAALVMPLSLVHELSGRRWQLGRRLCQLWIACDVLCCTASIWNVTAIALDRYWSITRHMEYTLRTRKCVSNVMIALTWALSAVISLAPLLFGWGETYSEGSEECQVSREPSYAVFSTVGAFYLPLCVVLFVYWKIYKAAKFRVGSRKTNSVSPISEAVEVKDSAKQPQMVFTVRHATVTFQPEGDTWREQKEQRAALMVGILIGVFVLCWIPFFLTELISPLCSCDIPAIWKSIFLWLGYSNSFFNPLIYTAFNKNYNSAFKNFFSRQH
HTR5A ag ctr – counter-screen for OPRM1-OPRD1 agonists: human HTR5A agonism | P47898 | HTR5A agonist assay, luminescence, cell-based | activation, % at 9.3 µM | 340,000 compounds, 0.61% hits | AID 504692; in the data active = activation mostly above about 9.5%, no sharp cut-off; inactive = mostly below about 7.6%;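 also: 0% = cells with vehicle only and 100% = reference agonist; strong numbers were not always called active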
MOR-DOR inv ag – inverse agonists of human mu-delta opioid receptor heterodimerization; AID 504357; cell-based MOR-DOR heterodimer luminescence, inverse agonism; P35372+P41143; 340,000 compounds, 0.21% hits; inhibition, % at 9.3 µM; in the data active = inhibition above about 22%, passing the limit was not always enough;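 also: 0% = cells with DMSO and 100% = wells without cells with DMSO; values of inactives mirror those of a sister screen read the other way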
Keap1-Nrf2 PPI – Keap1-Nrf2 (human) interaction inhibition. Q14145. inhibition, % at 9.4 µM. 340,000 compounds, 0.15% hits. Keap1 Kelch-Nrf2 peptide fluorescence polarization, 1536-well. AID 504523; in the data active = inhibition above about 12%;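 also: human Keap1 Kelch domain with fluorescein labeled Nrf2 9mer peptide probe; 0% = neutral control wells and 100% = peptide positive control; higher means more block of Keap1 binding to Nrf2 peptide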
Target sequence (Q14145 whole entry, looked up, the tested form may be a part): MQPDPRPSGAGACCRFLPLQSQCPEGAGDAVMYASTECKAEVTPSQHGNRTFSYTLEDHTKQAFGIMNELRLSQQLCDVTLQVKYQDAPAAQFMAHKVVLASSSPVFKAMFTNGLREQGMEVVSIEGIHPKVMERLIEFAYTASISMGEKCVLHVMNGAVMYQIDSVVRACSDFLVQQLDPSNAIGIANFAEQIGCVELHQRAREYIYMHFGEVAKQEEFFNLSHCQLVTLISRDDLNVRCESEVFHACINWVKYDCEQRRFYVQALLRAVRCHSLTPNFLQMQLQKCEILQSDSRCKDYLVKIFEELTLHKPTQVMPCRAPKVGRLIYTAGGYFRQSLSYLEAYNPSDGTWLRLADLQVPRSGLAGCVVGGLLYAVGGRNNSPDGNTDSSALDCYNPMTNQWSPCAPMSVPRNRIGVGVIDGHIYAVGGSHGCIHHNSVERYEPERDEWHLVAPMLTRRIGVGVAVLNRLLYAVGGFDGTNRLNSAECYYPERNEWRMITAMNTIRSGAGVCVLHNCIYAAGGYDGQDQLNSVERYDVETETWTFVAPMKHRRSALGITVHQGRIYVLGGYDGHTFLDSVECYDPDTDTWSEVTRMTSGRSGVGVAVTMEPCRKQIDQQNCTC
RTF Ca sens inh – cardiac RTF calcium desensitization; 340,000 compounds, 0.12% hits; inhibition, % at 7.15 µM; IANBD-labeled cardiac RTF, Ca2+ fluorescence;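 active = inhibition above the mean inhibition of all tested compounds plus 3 SD, cut at about 17% in these data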;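 also: assay run at fixed EC70 calcium of 1.6 mM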
OPRM1-OPRD1 ag – agonists of human mu-delta opioid receptor heterodimerization; P35372+P41143; 340,000 compounds, 0.3% hits; activation, % at 9.3 µM; cells, OPRM1-OPRD1 heterodimerization, luminescence; in the data active = activation above about 18%;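 also: 0% = vehicle-treated cells and 100% = reference agonist; values of inactives mirror those of a sister screen read the other way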
V-ATPase pH – regulators of yeast V-ATPase proton transport. response, % at 10 µM. 350,000 compounds, 0.37% hits. S. cerevisiae, pHLuorin cytosolic pH fluorescence; in the data active = response mostly above about 7.3%, no sharp cut-off; inactive = mostly below about 5.4%; also: actives read high; inactives centre near 0; some compounds called inactive have numbers as strong as hits; reference of the scale not given here
RTF Ca sens act – cardiac RTF calcium sensitization. IANBD-labeled TnC RTF fluorescence at EC20 calcium; 0% EC20 calcium, 100% full calcium. activation, % at 7.2 µM. 340,000 compounds, 0.24% hits. AID 493008;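 active = activation above the mean over all tested compounds plus 3 SD, cut at about 30% in these data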;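 also: rise in fluorescence read as greater calcium sensitivity of cardiac thin filaments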
* hit, by the source's call; . = no result given.

Below each SMILES – OPRM1-OPRD1 ag, LANA DNA inh, RTF Ca sens inh, MOR-DOR inv ag, CAL-PDZ inh HTS, RTF Ca sens act, HTR5A ag ctr, HTR5A inv ag, Keap1-Nrf2 PPI, V-ATPase pH
CN(C)c1ccc(-c2nnc(-c3ccc(S(=O)(=O)C(F)F)cc3)o2)cc1
    1.4, -1.4, -7, -8, 0, 8, 1, -13, -1, -8
O=C(c1ccccc1)N1CCN=C1c1ccccc1
    -1.2, 0.4, 2, 6, 0, -5, 4, -18, 1, 3
CCOC(=O)C1=C(C)NC(C)=C(C(=O)OCC)C1c1ccc(Br)o1
    3.2, 1.1, -27, -20, 179*, -4, -1, 1, -3, -2
Cc1nc2sc(C(c3ccco3)N3CCOCC3)c(O)n2n1 (configuration not stated)
    0.7, 0.1, -4, -4, -6, -5, 2, -36, -9, -2
CC(C)CCNC(=O)C12CN(Cc3ccccc3)CC1C(c1cccc([N+](=O)[O-])c1)=NO2 (configuration not stated)
    2.9, -1.2, 3, -17, -1, 1, 9, -26, -3, 2
O=C(Nc1cccnc1Cl)c1cc(-c2ccco2)on1
    -3.6, 1.0, -5, 20, -3, 6, 3, -9, -2, 1
Cc1ccc(S(=O)(=O)N(C)CCN(C)S(=O)(=O)c2ccc(C)cc2)cc1
    -3.2, -0.6, 0, 17, -1, -1, 0, 0, -2, -3
CC(=O)Nc1ccc(S(=O)(=O)Nc2cccc(C(=O)NC(C)(C)C)c2)cc1
    -2.1, 1.3, -4, 9, -4, -1, -2, 4, -1, 2
S=c1nc(-c2cc(Cl)cc(Cl)c2)[nH][nH]1
    -0.4, 0.0, 1, 2, -2, 0, -2, 5, -3, 0
CCOC(=O)C1CCN(Cc2nnnn2CCc2ccccc2)CC1
    0.3, -0.7, -6, -2, 25, -5, 4, -10, -1, 1
COc1ccc(C2CC(=O)c3cc(OC)ccc3O2)cc1 (configuration not stated)
    -0.3, 0.0, -9, 2, 9, -3, 3, -13, -4, 0
O=C(O)C1CC=CCC1C(=O)N1CCN(c2nc(-c3ccccc3)c3ccccc3n2)CC1 (configuration not stated)
    3.5, 0.1, -2, -18, -7, -2, -5, 12, 0, -2
COc1cc(OC)c(C2=NOC(C(=O)NCc3cccnc3)C2)cc1Cl (configuration not stated)
    -2.5, 0.3, -2, 12, -9, -1, 1, -4, -4, 1
O=C1CCCN1CCCNc1ncnc2c1[nH]c1ccc(Cl)cc12
    3.4, -0.5, 1, -20, -6, -2, 0, -3, -2, -2
CC(C)(C)OC(=O)[C@H](Cc1ccccc1)NC(=O)c1nc[nH]c1C(=O)N1CCN(c2ccccc2)CC1
    5.7, 2.1, 5, -31, -3, -6, 7, 4, -4, -2
COc1ccc(C(C[N+](=O)[O-])c2c(-c3ccccc3)cc3ccccn23)cc1 (configuration not stated)
    -0.6, -1.3, 5, 3, 85*, -4, 1, -4, -16, 3
CCOCCn1c(CN2CCN(CC)CC2)nc2c1c(=O)n(C)c(=O)n2C
    1.5, -1.1, -2, -9, 0, 17, 4, -19, -6, 7
Cc1nc(SCc2nc3ccccc3[nH]2)c2oc3cc([N+](=O)[O-])ccc3c2n1
    2.1, 1.0, -6, -12, -1, 5, 3, 11, -2, 2
CC1CCCN(CCOCCOc2ccccc2-c2ccccc2)C1 (configuration not stated)
    18*, -0.5, 0, -93, -3, 6, 1, -2, -2, 2
Cc1onc(-c2ccccc2Cl)c1C(=O)Oc1cc(N)n(S(=O)(=O)c2ccc(F)cc2)n1
    2.9, 2.9, -6, -16, 2, 3, 4, 4, -15, 8
CC(C)(C)c1ccc(NC(=O)C2=CN3CCS(=O)(=O)N=C3C=C2)cc1
    -3.3, 0.0, -4, 14, -5, -2, 6, -16, 1, -3
Cc1nc(Cl)c(C(=O)NC(C)(C)C)c(C)c1Cl
    -1.4, -0.7, -7, 8, -1, -2, 7, -17, 1, 0
O=C(CCCN1C(=O)c2cccnc2C1=O)Nc1ccccc1F
    -2.3, 1.7, -1, 11, 0, 2, 2, 9, 0, 1
COc1cccc(CN2CCN(C(=O)c3cccc(OC)c3)CC2)c1
    -0.3, 1.1, -8, 1, ., -8, 0, 1, -1, 1
Cc1c(C(=O)Nc2ccccc2F)cnn1-c1ccccc1
    -0.8, -0.1, -9, 4, 1, 9, 2, -22, -4, 2
Cc1ccc(C(=O)Cn2nnc3ccccc32)cc1C
    -3.8, -0.6, 5, 21, -4, 3, 3, 3, 3, 1
COc1ccc(NC(=O)CCN2C(=O)c3ccc([N+](=O)[O-])cc3C2=O)c(OC)c1
    0.6, -1.2, 2, -3, ., 5, 3, -13, -4, 1
CC(C)NC(=O)CSc1c2c(nc3ccccc13)CCCC2
    1.0, -1.6, -3, -5, -4, -2, 4, -10, -31, -6
COCCn1c(SCC(=O)NC2CCCC2)nnc1-c1ccncc1
    1.9, 0.8, -4, -15, -5, -12, 4, -13, -1, 1
COc1ccc(S(=O)(=O)Nc2ccccc2C(=O)N2CCCC2)cc1OC
    -0.3, 0.3, -11, 1, -2, -2, 7, -21, 4, -14
CCOC(=O)c1c(NC(=O)CSc2nnnn2-c2ccccc2OCC)sc2c1CC(C)(C)NC2(C)C
    -0.6, -11, 1, 4, -2, -2, -5, 14, -4, -2
Cc1nn(-c2ccccc2)c(N2CCCC2)c1/C=N/Nc1ccc(S(=O)(=O)Nc2ccccc2)cc1[N+](=O)[O-]
    -0.2, -1.0, -5, 1, -6, -8, -2, 2, -3, -1
CC(C)C(C)NC(=O)COc1ccc(S(=O)(=O)N2CCOCC2)cc1[N+](=O)[O-] (configuration not stated)
    -2.3, -0.3, -14, 12, -1, 8, 4, 13, -3, 0
COCCn1c(SCC#N)nnc1-c1ccc2c(c1)OCO2
    -3.7, -0.1, -3, 19, ., 2, 4, -8, -2, -2
CC(C)CCN(C(=S)Nc1cccc(F)c1)C1CCN(C(C)C)CC1
    -0.9, 2.0, -10, 5, -2, 4, 1, -2, 3, -2
CC(Sc1ccsc1[N+](=O)[O-])C(=O)NCc1ccco1 (configuration not stated)
    1.4, 0.1, 5, -9, -4, -2, 3, -8, -2, 1
CCOC(=O)C1CCCN(C(=O)c2[nH]c3ccc(OC)cc3c2C)C1 (configuration not stated)
    -1.8, 1.4, -2, 9, -1, -2, -2, 7, -1, 5
Cc1ccc(S(=O)(=O)N2CCCC2C(=O)NCc2ccncc2)cc1 (configuration not stated)
    0.1, -0.1, -10, -1, -6, -2, 1, -1, -4, 5
CC1CCCCN1c1ccc(N)cc1C(N)=O (configuration not stated)
    -0.6, 1.4, 0, 3, -5, 0, 2, 5, -4, -5
CCc1nnc(NC(=O)CSc2nnc(COc3ccccc3C)o2)s1
    -1.0, 0.2, 8, 6, 7, -5, -1, 1, 2, -1
O=S1(=O)C[C@@H](N2CCOCC2)[C@H](N2CCOCC2)C1
    -2.1, 0.0, -6, 11, 1, -7, 1, -2, -1, 0
O=C(CSc1nccc(-c2cccs2)n1)Nc1ccc(Cl)cc1
    -2.8, 1.2, -7, 14, ., 1, 1, -38, -1, 2
Fc1ccc(CO/N=C2\CCCc3nonc32)cc1
    0.1, 5.9, -5, -1, 7, -3, 3, -8, -3, 9
C(=N\N1CCN(Cc2cccc3ccccc23)CC1)/c1cccs1
    2.3, -0.3, -10, -12, ., 4, 1, -1, -5, 0
CCCN(Cc1ccccc1)C(=S)Nc1ccc(SC(F)F)cc1
    1.9, ., 7, -9, -4, -3, 6, -15, ., 4
C=CCn1c(SCc2csc(C)n2)nc2scc(-c3ccc(C)o3)c2c1=O
    -3.0, 1.3, -17, 16, -2, -6, -3, 13, -2, -1
CCCCN1C(=O)C(O)=C(C(C)=O)C1c1ccc(OC)cc1OC (configuration not stated)
    -1.3, 3.3, 4, 5, -2, 2, 2, 9, -7, -1
C=C(c1ccccc1O)n1ccnc1
    -3.9, -2.0, -5, 18, -3, 0, 5, -17, 4, -1
CC(CN1CCN(C)CC1)OC(=O)c1ccccc1 (configuration not stated)
    -2.6, -0.6, -4, 14, -4, 5, 0, 1, -6, 0
Cc1ccc2[nH]c(=O)c(CN(C)C(=O)c3ccccn3)cc2c1
    -2.6, 1.3, -7, 11, 0, 3, -2, 5, -2, 2
CN(Cc1c(C(=O)N(C)Cc2ccccc2)nc2ccccn12)CC1Cc2ccccc2O1 (configuration not stated)
    3.5, -4.3, -3, -17, -5, 6, 3, -8, -6, 3
c1nc(C2CCCCC2)cc2cc3c(cc12)OCO3
    4.6, 2.0, -3, -22, -5, -1, -4, 13, -1, -1
O=C(Nc1ccccc1N1CCOCC1)c1ccc(N2CCCC2=O)cc1
    -2.1, 2.0, -10, 8, -1, -2, 2, -4, 3, -5
O=C(c1ccco1)N1CCN=C1SCc1c(F)cccc1Cl
    -1.7, 0.8, -2, 9, -3, -1, -1, 11, -4, 1
CC(C)(C)c1ccc(C(=O)N2CCC3(CC2)NCCc2[nH]cnc23)cc1
    -0.7, 0.2, -3, 4, -1, 4, 4, -12, -6, 2
CN1CCC(OC(=O)c2cc3cc(Br)ccc3oc2=O)CC1
    -0.4, 2.1, -1, 2, -2, 2, -2, 7, -1, 2
Cn1c(SCC(=O)Nc2ccccc2C(F)(F)F)nc2c(c1=O)SCC2
    -2.4, 0.4, -7, 13, -2, -4, 0, 1, 3, 4
O=C(COC(=O)c1cc([N+](=O)[O-])ccc1N1CCOCC1)Nc1cccc(F)c1
    -0.6, 0.2, -5, 4, ., -3, 1, -14, 2, 3

Rows were taken by chance; 2.8% or so of the library scored in one or more.
